Source: PubChem BioAssay (several laboratories)
TCR CD3 inh – human TCR-CD3 binding inhibition. TAMRA-labeled TCR probe fluorescence, biochemical. inhibition, % at 9.4 µM. 360,000 compounds, 0.37% hits; in the data active means inhibition above about 19%;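 further: recombinant mutant TCR 2C K166C tagged with TAMRA read by polarization; 0% = receptor in buffer alone and 100% = receptor with positive control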
HTRA1 inhibitor – inhibitors of human serine peptidase HTRA1; Q92743; recombinant HTRA1, FP-rhodamine activity-based probe, fluorescence polarization; inhibition, % at 5.96 µM; 340,000 compounds, 0.5% hits; AID 504803; in the data active means inhibition above about 36%;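 further: 0% = enzyme with DMSO and 100% = wells lacking enzyme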
MBD2 inh – MBD2-methylated oligo binding inhibition; AID 686964; inhibition, % at 4.4 µM; TR-FRET, MBD2 binding to methylated oligonucleotide; 370,000 compounds, 0.31% hits; in the data active means inhibition above about 13%
NPR1 activator – GC-A (human) enzyme activation; P16066; HEK293 GC-A cells, cGMP TR-FRET, EC30 ANP; 0% at EC30 ANP, 100% saturating ANP; activation, % at 10 µM; 370,000 compounds, 0.14% hits; in the data active means activation above about 40%
SIAE primary – blocks human sialic acid acetylesterase | Q9HAT2 | SIAE FP-Rh probe binding, fluorescence polarization | inhibition, % at 9.66 µM | 370,000 compounds, 0.69% hits;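 active means inhibition above a cutoff: mean of compounds within the control limits plus 3 SD of those, cut at about 17% in these data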;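 further: 0% = plate median of compound wells and 100% = probe without SIAE protein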
GC-B act – GC-B (human) receptor activation | P20594 | HEK293-GC-B cells, CNP EC30, cGMP TR-FRET; 0% at EC30 CNP, 100% saturating CNP | activation, % at 10 µM | 370,000 compounds, 0.11% hits | AID 1920062;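 active means activation at 10 µM reaching about 35% in either raw or pattern-adjusted values, limit read from the data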
ABHD4 inh – inhibits mouse alpha/beta hydrolase domain 4. 370,000 compounds, 0.54% hits. inhibition, % at 8.92 µM. Q8VD66. AID 720543. purified mABHD4, FP-Rh probe fluorescence polarization;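 active means inhibition exceeding the mean over every tested compound plus 3 SD, cut at about 30% in these data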;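 further: 0% = plate median of compound wells and 100% = S159A mutant with DMSO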
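Test system: mouse ABHD4 enzyme, wild type. Reagent: FP-Rh fluorescent activity-based probe, added after compound pre-incubation. Timing: pre-incubation 45 min, probe exposure 60 min, at 25 °C. Technique: FP readout, ex 525 nm / em 598 nm. Benchmarks: high control S159A mutant with DMSO, low control median of compound wells.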
UHRF1 binding – UHRF1 methyl-DNA binding inhibition; Q96T88; UHRF1 binding to methylated oligo, TR-FRET; inhibition, % at 4.4 µM; 370,000 compounds, 0.75% hits; in the data active means inhibition above about 21%;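 further: UHRF1 SRA domain binding a hemimethylated CpG hairpin DNA probe; 0% = median of test compound wells and 100% = reference inhibitor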
Target sequence (Q96T88 whole entry, looked up, the tested form may be a part): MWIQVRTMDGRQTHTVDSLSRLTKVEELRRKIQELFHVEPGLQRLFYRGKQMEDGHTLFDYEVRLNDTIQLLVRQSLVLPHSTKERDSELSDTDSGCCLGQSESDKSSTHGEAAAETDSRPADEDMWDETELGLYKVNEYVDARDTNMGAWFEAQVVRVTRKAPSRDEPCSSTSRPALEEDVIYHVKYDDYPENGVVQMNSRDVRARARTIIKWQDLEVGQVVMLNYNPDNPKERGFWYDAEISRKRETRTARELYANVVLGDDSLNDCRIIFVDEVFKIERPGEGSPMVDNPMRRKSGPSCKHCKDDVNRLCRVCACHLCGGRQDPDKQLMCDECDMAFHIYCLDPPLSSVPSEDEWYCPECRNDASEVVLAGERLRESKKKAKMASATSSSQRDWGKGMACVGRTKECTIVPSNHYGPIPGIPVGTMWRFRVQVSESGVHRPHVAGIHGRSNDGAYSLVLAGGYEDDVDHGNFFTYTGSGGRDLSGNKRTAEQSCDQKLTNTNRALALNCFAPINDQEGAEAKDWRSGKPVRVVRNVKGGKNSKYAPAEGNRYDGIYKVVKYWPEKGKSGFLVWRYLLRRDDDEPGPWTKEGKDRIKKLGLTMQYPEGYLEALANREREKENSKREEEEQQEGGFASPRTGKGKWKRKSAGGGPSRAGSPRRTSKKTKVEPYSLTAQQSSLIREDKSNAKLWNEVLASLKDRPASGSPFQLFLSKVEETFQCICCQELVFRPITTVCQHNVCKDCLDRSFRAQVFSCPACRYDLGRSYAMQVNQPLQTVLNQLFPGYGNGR
rCAG RNA binder – molecules binding r(CAG) RNA repeats; r(CAG) RNA repeat, TO-PRO-1 dye displacement fluorescence; inhibition, % at 3 µM; 370,000 compounds, 1.3% hits; AID 651821;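 active means inhibition above the plate cutoff, the mean of all test compounds on that plate plus 3 SD, cut at about 35% in these data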;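 further: 0% = DMSO alone and 100% = 100 µM mitoxantrone as full dye displacement; higher means more dye released from RNA so lower well fluorescence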
PRMT1 FP inh – blocks human protein arginine methyltransferase 1; recombinant PRMT1, activity-based probe fluorescence polarization; inhibition, % at 2.79 µM; 370,000 compounds, 1.3% hits;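 active means inhibition above about 21% made by adding two undisclosed values, limit read from the data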
Active calls of the source: *; . = no result given. Only part of the results is shown. The share of hits here may be higher or lower than overall.

SMILES	TCR CD3 inh	HTRA1 inhibitor	MBD2 inh	NPR1 activator	SIAE primary	GC-B act	ABHD4 inh	UHRF1 binding	rCAG RNA binder	PRMT1 FP inh
COc1ccc([N+](=O)[O-])c(O)c1C(C)=O	-5	-1	1	1	2	-3	1	-1	-1	7
CCOC(=O)c1c(C)nc(SC)c(C#N)c1-c1ccccc1	-4	-1	5	-1	4	0	-1	0	-2	3
CC(C)(C)NC(=O)CSc1nc(O)cc(=O)n1-c1ccccc1F	-16	-16	-2	-2	-9	5	-31	1	7	-1
COc1ccccc1NC(=O)CC1S/C(=N/N=C(\C)C2CCCCC2)NC1=O (stereo not given)	11	-11	5	-3	0	0	-1	-2	1	-1
CCCN(C(=O)CCc1cn(CCC)c2ccccc12)c1ccc(N(C)c2ccccn2)cc1	-5	.	-1	-1	16	-1	7	0	4	1
COc1ccc(NC(=O)CS(=O)CC(=O)Nc2cc(Cl)ccc2OC)cc1 (stereo not given)	1	-10	-3	1	-1	-5	-4	-1	7	-1
CC(NCC(O)COCc1cccs1)C1CC2CCC1C2 (stereo not given)	-2	7	3	-1	9	2	4	0	-4	4
O=S(=O)(NCCC1=CCCCC1)c1ccc(OC(F)(F)F)cc1	3	-26	-5	3	0	0	-18	-1	-7	2
COc1ccc(NC2CC(=O)N(c3ccc(C(=O)O)cc3)C2=O)cc1 (stereo not given)	1	3	-1	1	0	-5	-1	3	3	-1
CC(Cc1cccnc1)NC(=O)c1cc(COc2ccc(F)cc2F)on1 (stereo not given)	7	4	4	15	-9	9	-6	2	-3	1
O=C(CC[C@H]1O[C@@H](n2cnc3c(NC(=O)c4ccccc4)ncnc32)[C@H](O)[C@@H]1O)NCCc1cc2ccccc2[nH]1	3	.	-1	-3	0	-1	-2	-1	-1	1
COc1ccc2c(c1)c(C(=O)CN1CCC(C(N)=O)CC1)c(C)n2C	-3	0	2	-2	4	2	-2	9	1	1

Some of the entries so far, field by field.
O=C(CC[C@H]1O[C@@H](n2cnc3c(NC(=O)c4ccccc4)ncnc32)[C@H](O)[C@@H]1O)NCCc1cc2ccccc2[nH]1
  TCR CD3 inh: 3	HTRA1 inhibitor: .	MBD2 inh: -1	NPR1 activator: -3	SIAE primary: 0	GC-B act: -1	ABHD4 inh: -2	UHRF1 binding: -1	rCAG RNA binder: -1	PRMT1 FP inh: 1

CC(NCC(O)COCc1cccs1)C1CC2CCC1C2 (stereo not given)
  TCR CD3 inh: -2	HTRA1 inhibitor: 7	MBD2 inh: 3	NPR1 activator: -1	SIAE primary: 9	GC-B act: 2	ABHD4 inh: 4	UHRF1 binding: 0	rCAG RNA binder: -4	PRMT1 FP inh: 4

Remaining list, next part
SMILES	TCR CD3 inh	HTRA1 inhibitor	MBD2 inh	NPR1 activator	SIAE primary	GC-B act	ABHD4 inh	UHRF1 binding	rCAG RNA binder	PRMT1 FP inh
CCc1cc2c(nc1CC)CCCN2S(=O)(=O)c1ccc(OC)cc1	3	.	-8	-2	-5	5	-14	-2	2	-5
COc1ccc(/C=C2\SC(=O)N=C2N)cc1	10	1	-5	0	-18	-2	-3	-3	6	0
O=C(O)/C=C/C(=O)Nc1cc(F)ccc1F	-2	7	-2	5	-4	-1	3	4	3	21
NNC(=O)c1cc(C23CC4CC(CC(C4)C2)C3)nc2ccccc12	0	4	-3	22	2	-4	-1	0	4	-5
COc1ccc(C(=O)NCCNc2ccc([N+](=O)[O-])cc2)cc1	0	2	-2	-4	-3	-11	-5	1	3	-3
C=CCN=C1NC(c2ccc(Cl)cc2)C(C(=O)OC)=C(C)N1Cc1ccccc1C(F)(F)F (stereo not given)	0	.	1	-19	-1	-26	3	-3	4	-5
C/C=C(\C)C(=O)NCCN1C2=NC[C@@H](Cc3ccccc3)N2C[C@@H]1Cc1ccc(OC)cc1	5	7	-2	-5	11	-4	4	-2	3	0
N/C(Cc1ccc(Cl)cc1Cl)=N\OC(=O)Cc1cccs1	-10	-13	3	4	2	-3	-3	58*	-4	3
CCc1ccc(S(=O)(=O)NCCc2csc(C)n2)s1	0	-1	-1	0	-1	0	5	-1	-3	2
Nc1cc(-c2ccccc2)n2c(n1)nc1ccccc12	11	-6	-1	-1	3	-2	7	-3	4	-2
CCc1ccccc1N(CC(=O)NCC1CCCO1)C(=O)CCC(=O)Nc1nccs1 (stereo not given)	4	1	0	-3	-6	-2	1	0	-7	0
Cc1ccc2nc(NC(=O)C3CCN(S(=O)(=O)c4cccnc4)CC3)sc2c1	0	-18	0	4	-11	-11	-9	-1	6	-5
O=C(Nc1ccc2c(c1)OCO2)c1ccc(Br)c(S(=O)(=O)N2CCCC2)c1	-2	0	3	5	6	7	-4	-1	3	-1
CCc1c(-c2ccc(Br)cc2)ncn1CCc1ccccc1OC	-4	.	-1	-3	3	-8	3	8	2	0
O=C(OCC(=O)N1CCCC1)c1ccco1	-3	-1	4	-4	-2	3	1	7	2	1
CC(NC(=O)COC(=O)c1ccc2c(c1)S(=O)(=O)N=C1CCCCCN12)C12CC3CC(CC(C3)C1)C2 (stereo not given)	9	4	-1	-2	-9	-3	2	0	-1	-2
CCOC(=O)CNC(=O)c1ccc2c(c1)OCCO2	2	7	-2	-2	1	0	4	0	0	1
CCN(CC)C(=O)[C@H]1C[C@H](CC(=O)NCCCn2ccnc2)C(=O)N2CCc3c([nH]c4cc(-c5ccco5)ccc34)[C@]12C	0	7	5	3	11	-2	5	17	6	2
COc1cc(Cl)c(NS(=O)(=O)c2cc3[nH]c(=O)c(=O)[nH]c3cc2C)c(OC)c1	-10	6	-4	2	2	3	4	0	4	5
Cc1cccc(NC(=O)c2ccc3c(c2)CCN3S(C)(=O)=O)c1	-3	-21	-2	-6	-1	4	0	3	0	3
Cc1ccc2nc(-c3cccc(Br)c3)cc(C(=O)NCC3CCCO3)c2c1 (stereo not given)	4	-6	0	-3	-19	-8	-14	-2	4	-2
CC(C)Oc1ccccc1-c1nc(SCC(=O)O)n[nH]1	-2	1	2	1	1	4	0	-4	-3	-3
Cc1ccc(Cl)cc1NC(=O)Cn1cc(C(F)(F)F)cc(Cl)c1=O	4	2	-5	5	2	5	5	1	1	1
CCOC(=O)c1oc2ccccc2c1CN1CC(C)OC(C)C1 (stereo not given)	5	6	1	-9	1	-3	0	-2	-5	2
COCCNCCCOc1ccc(Br)cc1Cl	1	2	0	2	-1	-5	11	4	1	1
O=C(Nc1cccc(F)c1)NC1CCCCC1	10	-2	2	-3	2	1	1	-1	0	0
O=C(N1CCCC1)C12CC3CC(CC(C3)C1)C2	-2	-1	-1	4	5	8	5	0	-2	1
CC(C)c1ccc(NC(=O)CSc2nc3ccccc3nc2N2CCCC2)cc1	-4	0	-1	-6	-8	0	-12	0	20	10
C[C@H]1C(=O)N(c2ccccc2)[C@@H]1c1ccccc1	0	-2	3	0	2	-2	-5	-5	-1	2
COc1ccc(-c2nnc(C(C)Nc3cccc(C(=O)NC4CC4)c3)o2)cc1 (stereo not given)	2	2	2	0	2	2	-6	-3	3	-3
O=C(Nc1ccccc1N1CCN(c2ccccc2)CC1)c1cccc(F)c1	-5	-4	0	9	5	-3	6	-2	-2	2
Cc1ccc(-c2nc(N3CCOCC3)sc2C(=O)N2CCCCC2)cc1	3	-4	2	-2	1	3	3	-2	-11	-5
Nc1nc(SCC(=O)N2CCCC2)[nH]c(=O)c1NC(=O)c1cccs1	-7	-1	0	0	5	2	1	2	-2	3
COc1cc(OC)nc(NC(=S)NC(=O)c2ccccc2)n1	-8	-4	0	3	-8	-7	0	-1	3	2
O=C(CCCc1c[nH]c2ccccc12)NCc1ccccc1F	-4	3	3	-1	0	7	-4	1	0	2
Cc1cccc(Oc2nc(-c3ccccc3)cc(C)c2S(C)(=O)=O)c1C	-2	-33	4	-3	-5	1	-2	-2	-1	0
COc1ccc(NC(=O)c2cccc(S(=O)(=O)N3CCCC3)c2)cc1OC	10	0	1	-1	-2	3	2	18	2	-3
CSc1nc(C)cc(Oc2ccc(OCC(N)=O)nn2)n1	11	0	-1	3	-7	3	0	2	2	-3
CC(NC(=O)COC(=O)/C=C/c1ccco1)c1ccccc1 (stereo not given)	-1	3	0	5	0	6	2	5	1	6
Cc1ccc(C(c2nnnn2C2CCCC2)N2CCN3CCCC3C2)cc1 (stereo not given)	-6	1	7	-10	4	-8	2	1	-6	-3
CCC(CC)C(=O)c1c[nH]c(C(=O)NCc2ccc(F)cc2)c1	11	-1	1	-3	3	2	0	-1	-5	0
CC(=O)c1cnc(Nc2nc(C)c3ccc(C)cc3n2)nc1C	6	3	5	-1	-3	2	6	-2	-3	-1
CCC(=O)c1cn(CC(=O)OC)c2ccccc12	1	-1	3	-1	3	7	-1	-2	0	-1
CCCCCN(C(=O)CCC(=O)OCC(=O)N(C)Cc1ccccc1C)c1c(N)n(CCCC)c(=O)[nH]c1=O	1	-1	0	0	-1	4	1	0	-10	-2
Cc1noc(NS(=O)(=O)c2ccc(NC(=O)c3cc(-c4ccccc4Cl)nc4ccccc34)cc2)c1C	-6	-23	6	-8	2	0	-13	2	83*	6
Cn1c(=O)c2c([nH]c(=S)n2CCCc2ccccc2)n(C)c1=O	13	4	-2	1	6	1	0	-4	0	41*
CC(Cc1cccs1)NC(=O)Nc1ccc(F)cc1 (stereo not given)	-5	-3	-5	6	1	-1	-1	1	-2	-2

Molecules listed so far with fluorine, in the order listed:
SMILES	TCR CD3 inh	HTRA1 inhibitor	MBD2 inh	NPR1 activator	SIAE primary	GC-B act	ABHD4 inh	UHRF1 binding	rCAG RNA binder	PRMT1 FP inh
CC(C)(C)NC(=O)CSc1nc(O)cc(=O)n1-c1ccccc1F	-16	-16	-2	-2	-9	5	-31	1	7	-1
O=S(=O)(NCCC1=CCCCC1)c1ccc(OC(F)(F)F)cc1	3	-26	-5	3	0	0	-18	-1	-7	2
CC(Cc1cccnc1)NC(=O)c1cc(COc2ccc(F)cc2F)on1 (stereo not given)	7	4	4	15	-9	9	-6	2	-3	1
O=C(O)/C=C/C(=O)Nc1cc(F)ccc1F	-2	7	-2	5	-4	-1	3	4	3	21
C=CCN=C1NC(c2ccc(Cl)cc2)C(C(=O)OC)=C(C)N1Cc1ccccc1C(F)(F)F (stereo not given)	0	.	1	-19	-1	-26	3	-3	4	-5
Cc1ccc(Cl)cc1NC(=O)Cn1cc(C(F)(F)F)cc(Cl)c1=O	4	2	-5	5	2	5	5	1	1	1
O=C(Nc1cccc(F)c1)NC1CCCCC1	10	-2	2	-3	2	1	1	-1	0	0
O=C(Nc1ccccc1N1CCN(c2ccccc2)CC1)c1cccc(F)c1	-5	-4	0	9	5	-3	6	-2	-2	2
O=C(CCCc1c[nH]c2ccccc12)NCc1ccccc1F	-4	3	3	-1	0	7	-4	1	0	2
CCC(CC)C(=O)c1c[nH]c(C(=O)NCc2ccc(F)cc2)c1	11	-1	1	-3	3	2	0	-1	-5	0
CC(Cc1cccs1)NC(=O)Nc1ccc(F)cc1 (stereo not given)	-5	-3	-5	6	1	-1	-1	1	-2	-2
